Screens (PubChem BioAssay)
HT1080NT lethal: qHTS for induction of synthetic lethality in tumor cells producing 2HG: qHTS for the HT-1080-NT fibrosarcoma cell line; HT-1080-NT fibrosarcoma viability, CellTiter-Glo ATP luminescence, 48 h; Potency, µM (top dose mostly 46.1 µM), for the others: at the top dose activity, negative = less viability, most hits filed as cytotoxic; 360,000 compounds, 1.6% hits; AID 686970, 2013;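 further: NT is the 2HG producing partner of a matched IDH1 knockdown line; potency means the concentration at half of the fitted maximal effect; 0% = DMSO-treated cells and -100% = media-only wells without cells; nearly all actives have a fitted effect of over 55% in size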
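Compounds were tested in concentration-response format on HT-1080-NT cells for 48 hours at 37 degrees C. Cell viability came from CellTiter-Glo luminescence; curves were classified by r2, response magnitude and activity.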
HT1080 IDH1KD tx: qHTS for induction of synthetic lethality in tumor cells producing 2HG: qHTS for the HT-1080-IDH1KD cell line. HT-1080 IDH1 knockdown viability, ATP luminescence, 48 h. Potency, µM (titrated, usually from 46.1 µM), inactives show at the top dose activity, negative = toxicity, usual class: cytotoxic. 360,000 compounds, 2% hits;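 further: potency means the concentration at half of the fitted maximal effect; 0% = DMSO wells and -100% = cell-free medium wells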
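In this qHTS, HT-1080 cells depleted of IDH1 are exposed for 48 h at 37 °C to compound titrations. Toxicity is scored from CellTiter-Glo luminescence, with DMSO as full viability and medium alone as none.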
WRN helicase inh: qHTS for Inhibitors of WRN Helicase; Bifunctional 3'-5' exonuclease/ATP-dependent helicase WRN (Homo sapiens), Q14191; WRN helicase unwinding, fluorescent forked duplex, kinetic; Potency, µM (highest dose often 114 µM), inactives show top-dose activity change, negative = inhibition, actives largely listed as inhibitors; 360,000 compounds, 0.46% hits; further: potency means the concentration at half of the fitted maximal effect; on the % scale 0 is the no-effect control and ±100 the full control effect; nearly all actives have a fitted effect of over 55% in size
Target sequence (Q14191 whole entry, looked up): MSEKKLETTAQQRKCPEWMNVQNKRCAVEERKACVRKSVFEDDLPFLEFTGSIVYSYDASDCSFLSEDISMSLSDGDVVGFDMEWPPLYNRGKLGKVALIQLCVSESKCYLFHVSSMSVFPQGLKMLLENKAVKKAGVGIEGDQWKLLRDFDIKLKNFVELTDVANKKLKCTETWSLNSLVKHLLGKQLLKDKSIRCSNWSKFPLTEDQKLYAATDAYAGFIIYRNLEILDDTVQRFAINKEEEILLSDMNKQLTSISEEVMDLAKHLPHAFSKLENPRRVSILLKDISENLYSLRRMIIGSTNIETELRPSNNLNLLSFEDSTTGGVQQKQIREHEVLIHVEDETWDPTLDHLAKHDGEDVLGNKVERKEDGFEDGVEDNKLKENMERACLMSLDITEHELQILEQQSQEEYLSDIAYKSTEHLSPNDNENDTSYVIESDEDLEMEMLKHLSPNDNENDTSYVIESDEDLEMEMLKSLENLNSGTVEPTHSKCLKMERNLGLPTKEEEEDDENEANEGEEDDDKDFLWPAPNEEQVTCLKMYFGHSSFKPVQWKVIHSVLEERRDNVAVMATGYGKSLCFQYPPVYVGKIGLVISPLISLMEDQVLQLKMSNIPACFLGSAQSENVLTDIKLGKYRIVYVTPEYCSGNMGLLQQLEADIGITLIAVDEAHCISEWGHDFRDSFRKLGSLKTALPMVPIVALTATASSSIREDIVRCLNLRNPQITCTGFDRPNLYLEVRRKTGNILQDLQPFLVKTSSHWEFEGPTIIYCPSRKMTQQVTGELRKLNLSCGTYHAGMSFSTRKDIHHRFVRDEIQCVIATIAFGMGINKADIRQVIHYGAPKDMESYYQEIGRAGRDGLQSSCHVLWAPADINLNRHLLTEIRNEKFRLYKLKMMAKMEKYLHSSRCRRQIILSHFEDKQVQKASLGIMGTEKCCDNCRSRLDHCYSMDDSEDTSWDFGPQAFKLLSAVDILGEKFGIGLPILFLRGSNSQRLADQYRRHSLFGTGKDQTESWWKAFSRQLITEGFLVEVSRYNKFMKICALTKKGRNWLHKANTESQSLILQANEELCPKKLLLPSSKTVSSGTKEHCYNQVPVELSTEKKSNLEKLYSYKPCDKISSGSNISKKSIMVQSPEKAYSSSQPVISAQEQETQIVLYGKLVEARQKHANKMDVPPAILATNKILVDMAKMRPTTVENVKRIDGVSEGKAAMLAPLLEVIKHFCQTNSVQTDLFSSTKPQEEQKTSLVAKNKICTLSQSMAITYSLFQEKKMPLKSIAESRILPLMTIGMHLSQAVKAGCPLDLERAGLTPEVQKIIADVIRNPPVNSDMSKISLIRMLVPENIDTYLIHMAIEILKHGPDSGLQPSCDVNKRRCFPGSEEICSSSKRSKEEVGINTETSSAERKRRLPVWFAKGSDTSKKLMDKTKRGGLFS
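Screening of the MLSMR collection measured strand separation of a quenched forked DNA duplex (100 nM) by 20 nM WRN with 2 mM ATP, all final. Compounds were preincubated with enzyme 15 min at room temperature.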
ATXN2 expr inh: Primary qHTS for Inhibitors of ATXN expression | HEK-293 ATXN2-luciferase reporter, luminescence, 24 h | Potency, µM (series often up to 57 µM), for inactives: top-dose activity change, negative = inhibition, most hits filed as inhibitors | 360,000 compounds, 0.72% hits | AID 1745845, 2022; further: potency means the concentration at half of the fitted maximal effect; on the % scale 0 is the no-effect control and ±100 the full control effect; nearly all actives have a fitted effect of over 55% in size
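qHTS (up to 57 uM final) was run with 24 h compound exposure of reporter cells at 37 °C. Each well was multiplexed: SteadyGlo luminescence measured ATXN2-luciferase expression after a fluorogenic Gly-Phe-AFC viability readout (25 uM final).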
KB-3-1 tox: qHTS assay for MDR1-selective chemotherapeutics: Primary screen using the parental adenocarcinoma cell KB-3-1; KB-3-1 viability, CellTiter-Glo ATP luminescence, 72 h; Potency, µM (doses to about 46.1 µM), without a hit: top-dose activity change, negative = cytotoxic, usual class: cytotoxic; 400,000 compounds, 1.4% hits; AID 1347075, 2019; further: potency means the concentration at half of the fitted maximal effect; on the % scale 0 is the no-effect control and ±100 the full control effect; nearly all actives have a fitted effect of over 60% in size
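Cytotoxicity in the drug-sensitive parental line KB-3-1 was scored as loss of CellTiter-Glo luminescence following 72 h incubation with compound. Values come from curve fitting of normalized concentration-response data.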
IL-1B inflam inh: qHTS for Inhibitors of Inflammasome Signaling: IL-1-beta AlphaLISA Primary Screen. activity change, % at 57.5 µM. THP-1 LPS/ATP IL-1B secretion, AlphaLISA, 16 h; active compounds read low. 360,000 compounds, 4.7% hits; in the data active means activity change below about -50%; inconclusive means mostly about -30% to -49%; further: on the % scale 0 is the no-effect control and ±100 the full control effect
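Secreted IL-1B measured by AlphaLISA bead assay after 16 h compound exposure of THP-1 cells; compounds (final up to 57.5 uM) added 1 h before LPS (250 ng/mL) and ATP (1.25 mM) stimulation; lower signal means less secretion.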
KB-V1 cytotox: qHTS assay for MDR1-selective chemotherapeutics: Primary screen using the drug-selected MDR subline cells KB-V1; KB-V1 MDR cells viability, CellTiter-Glo, 72 h; Potency, µM (doses to about 46.1 µM), for inactives: at the highest dose activity change, negative = cytotoxicity, most hits filed as cytotoxic; 400,000 compounds, 3.4% hits; further: potency means the concentration at half of the fitted maximal effect; on the % scale 0 is the no-effect control and ±100 the full control effect; nearly all actives have a fitted effect of over 60% in size
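Cells of the MDR subline KB-V1 are plated, dosed with compound at multiple concentrations, and incubated 72 h at 37 degrees C; CellTiter-Glo is then added and luminescence read after 10 min.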
SW480 rerep: A quantitative high throughput screen for small molecules that induce DNA re-replication in SW480 colon adenocarcinoma cells. Potency, µM (top dose mostly 46.1 µM), for the others: at the top dose re-replication activation, most hits filed as activators. AID 624297, 2012. SW480 DNA re-replication, Hoechst DNA content imaging, 48 h. 340,000 compounds, 1.8% hits; further: potency means the concentration at half of the fitted maximal effect; % of control where 0% means no effect; nearly all actives have a fitted effect of over 55% in size
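SW480 cells exposed to compounds for 48 hr at 37 C, 5% CO2, then Hoechst-stained 40 min. Nuclear DNA content imaged by fluorescence scanning (405 nm excitation, 500-530 nm emission); re-replication scored as increased high-intensity nuclei.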
MCF10A rerep: A quantitative high throughput screen for small molecules that induce DNA re-replication in MCF 10a normal breast cells; AID 624296, 2012; MCF 10A DNA re-replication, Hoechst nuclear intensity, 48 h; Potency, µM (top dose mostly 46.1 µM), inactives show top-dose activity, positive = re-replication, usual class: activators; 350,000 compounds, 2.9% hits; further: potency means the concentration at half of the fitted maximal effect; % of control where 0% means no effect; nearly all actives have a fitted effect of over 50% in size
* = called active by the depositor; ? = inconclusive; / = not tested or not shown; [ ] = another dose, or the depositor's remark. Unless noted, the call rests on the fitted dose curve; in most records, active means well fitted curve in the direction sought with a large enough effect; inconclusive means small, poorly fitted or top-dose-only effect, or another doubt; inactive means no such curve, though single readings can be large; an effect the other way counts as inactive or inconclusive.

SMILES	HT1080NT lethal	HT1080 IDH1KD tx	WRN helicase inh	ATXN2 expr inh	KB-3-1 tox	IL-1B inflam inh	KB-V1 cytotox	SW480 rerep	MCF10A rerep
COc1ccc(/C=N/N2CCOCC2)cc1COc1ccc(F)cc1	-3%	-5%	-8%	0%	20%	-19	13%	?	2%
COC(=O)c1ccc(N2NC(=O)/C(=C/c3ccc(-c4ccc(Cl)c(C(=O)O)c4)o3)C2=O)cc1	8%	16%	35µM*	21%	-2%	0	12%	-14%	3%
CCCCC[n+]1ccn(C2=C([O-])c3ccccc3C(=O)/C2=N\S(=O)(=O)c2ccc(Br)cc2)c1	-7%	-2%	-1%	/	?	82	-8%	?	21%
Cc1cccc(S(=O)(=O)Nc2ccc(-c3nc4ccc(C)cc4s3)cc2)c1	-28%	-29%	-25%	85%[activator]	-31%	-12	15%	?	18µM*
COc1ccc(C=O)cc1CN1CCCN(Cc2ccc(Cl)cc2)S1(=O)=O	-7%	-30%	-2%	-9%	-14%	-2	-16%	/	/
Cc1ccc(O)c(-c2cc3ccccc3[nH]2)c1	0%	2%	-7%	51%[activator]	-15%	-13	-23%	-7%	3%
CC1CCN(c2ccc3nnc(CCC(=O)NCc4ccco4)n3n2)CC1	2%	0%	-4%	/	9%	16	3%	-1%	-7%
CCOC(=O)c1ccccc1NC(=O)COC(=O)C1CC(=O)N(CCc2ccccc2)C1 (stereo not given)	5%	5%	12%	-1%	-1%	7	1%	1%	0%
COC(=O)CCCC1=CC2=C(c3ccccc3)C(=O)C(C)(OC(=O)C3CCCC3)C(=O)C2=CN1CCc1ccccn1 (stereo not given)	-21%	0%	4%	-1%	4%	17	1%	-3%	-8%
Cn1c(N)c(C(=O)COC(=O)c2nc(Cl)ccc2Cl)c(=O)n(C)c1=O	6%	5%	-4%	-11%	-7%	28	?	-3%	1%
CC(=O)c1ccc(N2CCN(S(=O)(=O)c3c(C(=O)N4CCCCC4)c(C)n(C)c3C)CC2)cc1	0%	11%	-6%	5%	3%	-28	-1%	-4%	4%
C[C@@H](Nc1nc(-c2ccccc2)nc2c1oc1ccccc12)C(=O)O	-7%	?	-6%	-4%	2%	51	1%	-3%	10%
CCOC(=O)c1cc(C)n(Cc2ccccc2)c1C	-7%	-12%	-1%	27%	0%	0	-2%	?	427%[0.0737 µM]
O=C(Nc1cc(C(F)(F)F)ccc1N1CCCC1)c1ccc2c(c1)OCO2	-19%	-11%	1%	-6%	-5%	-6	-11%	-2%	-3%
C=CCn1c(SCC(=O)Nc2ccc3c(c2)OCO3)nnc1-c1ccccc1	-7%	-6%	-16%	-16%	-5%	-28	-28%	-7%	-1%
CCCN1/C(=C(/C#N)C2=NS(=O)(=O)c3ccccc32)N(C)c2ccccc21	5%	-2%[9.24 µM]	-1%[57.1 µM]	7%	2%	7	-14%	24%	1%
FC(F)(F)c1nnc2sc(-c3ccco3)nn12	10%	2%	4%	/	2%	0	6%	-16%	-1%
COCC(C)NCc1cccc(C)c1 (stereo not given)	20%	10%	4%	2%	3%	-4	9%	-11%	5%
O=C(NC(Cc1ccc(O)cc1)C(=O)O)c1ccc2c(c1)OCO2 (stereo not given)	17%	0%	9%	1%	12%	35	?	-7%	-2%
N#Cc1cccc(CSc2nnc(CCCO)n2-c2ccccc2)c1	27%	9%	-1%	21%	2%	-28	-1%	-4%	0%
O=C(CN1CCCCC1)Nc1nc(-c2ccccc2)cs1	0%	6%	6%	60%[activator]	9%	-26	-6%	0%	?
Cc1cccc(C)c1NC(=O)CNC(=O)Cc1ccccc1[N+](=O)[O-]	1%	13%	2%	-4%	12%	3	5%	0%	1%
CC(C)Oc1cccc(C(=O)NC(=S)Nc2ccc(N3CCN(C)CC3)cc2)c1	-7%	-22%	-3%	/	-19%	-4	-28%	76%	11%
CC(C)(C)n1nnnc1C(c1cc2cc3c(cc2[nH]c1=O)OCCO3)N1CCSCC1 (stereo not given)	-1%	12%	1%	28%	4%	-51*	1%	-3%	-12%
Cc1ccccc1-c1nc(CN2CCCC2c2ccc(F)cc2)c(C)o1 (stereo not given)	-6%	2%	-7%	-5%	4%	19	7%	5%	15µM*

In another format: entries from further up
Value order – HT1080NT lethal, HT1080 IDH1KD tx, WRN helicase inh, ATXN2 expr inh, KB-3-1 tox, IL-1B inflam inh, KB-V1 cytotox, SW480 rerep, MCF10A rerep
COc1ccc(/C=N/N2CCOCC2)cc1COc1ccc(F)cc1
    -3%, -5%, -8%, 0%, 20%, -19, 13%, ?, 2%
COC(=O)c1ccc(N2NC(=O)/C(=C/c3ccc(-c4ccc(Cl)c(C(=O)O)c4)o3)C2=O)cc1
    8%, 16%, 35µM*, 21%, -2%, 0, 12%, -14%, 3%
CCCCC[n+]1ccn(C2=C([O-])c3ccccc3C(=O)/C2=N\S(=O)(=O)c2ccc(Br)cc2)c1
    -7%, -2%, -1%, /, ?, 82, -8%, ?, 21%
Cc1cccc(S(=O)(=O)Nc2ccc(-c3nc4ccc(C)cc4s3)cc2)c1
    -28%, -29%, -25%, 85%[activator], -31%, -12, 15%, ?, 18µM*
COc1ccc(C=O)cc1CN1CCCN(Cc2ccc(Cl)cc2)S1(=O)=O
    -7%, -30%, -2%, -9%, -14%, -2, -16%, /, /
Cc1ccc(O)c(-c2cc3ccccc3[nH]2)c1
    0%, 2%, -7%, 51%[activator], -15%, -13, -23%, -7%, 3%
CC1CCN(c2ccc3nnc(CCC(=O)NCc4ccco4)n3n2)CC1
    2%, 0%, -4%, /, 9%, 16, 3%, -1%, -7%
CCOC(=O)c1ccccc1NC(=O)COC(=O)C1CC(=O)N(CCc2ccccc2)C1 (stereo not given)
    5%, 5%, 12%, -1%, -1%, 7, 1%, 1%, 0%
COC(=O)CCCC1=CC2=C(c3ccccc3)C(=O)C(C)(OC(=O)C3CCCC3)C(=O)C2=CN1CCc1ccccn1 (stereo not given)
    -21%, 0%, 4%, -1%, 4%, 17, 1%, -3%, -8%
Cn1c(N)c(C(=O)COC(=O)c2nc(Cl)ccc2Cl)c(=O)n(C)c1=O
    6%, 5%, -4%, -11%, -7%, 28, ?, -3%, 1%

The listing continues.
SMILES	HT1080NT lethal	HT1080 IDH1KD tx	WRN helicase inh	ATXN2 expr inh	KB-3-1 tox	IL-1B inflam inh	KB-V1 cytotox	SW480 rerep	MCF10A rerep
NC(=O)c1ccccc1NC(=S)NC(=O)CCc1ccccc1	3.3µM*	3.3µM*	?	-12%	0%	11	-27%	3.3µM*	5.8µM*
COc1ccc(Nc2nc3ccccc3nc2C)cc1	0%	-21%	-13%	2%	2%	6	-20%	11%	5%
COc1ccc([C@H]2CC(=O)C=C(c3ccc4ccccc4c3)C2)cc1OC	9%	13%	8%	-24%	?	?	?	-2%	?
Cc1c(NC(=O)CN(c2ccccc2)S(=O)(=O)c2ccc(F)cc2)c(=O)n(-c2ccccc2)n1C	8%	12%	-16%	0%	/	-3	/	-3%	-6%
O=C(NC1=NCCS1)C1CCN(S(=O)(=O)c2cc([N+](=O)[O-])ccc2Cl)CC1	-7%	-27%	?	-23%	?	23	?	?	?
COc1ccc(Nc2nnc(-c3ccncc3)s2)cc1Cl	2%	3%	-12%[57.1 µM]	-17%	10%	-5	16%	?	7%
N#Cc1c(NC(=O)c2ccc([N+](=O)[O-])o2)sc2c1CCC2	?	?	-16%	?	5.2µM*	-94*	18µM*	10µM*	21µM*
Cc1ccccc1OCCC(=O)OCC(=O)NC1CCCCC1	-2%	-10%	-18%	-11%	-4%	4	13%	0%	?
Cc1nc2ccccc2c2c1C(=O)N(C(C)C)C2=O	-7%	0%	-2%	-3%	5%	20	-1%	-5%	3%
Cc1nnc(SCC(=O)Nc2ccccc2)[nH]c1=O	-3%	10%	-9%	2%	-5%	-6	12%	-4%	5%
O=C(c1ccc(=O)[nH]n1)N1CCN(S(=O)(=O)c2ccc3ccccc3c2)CC1	-2%	-12%	4%	-31%	2%	2	-21%	-8%	2%
CCOc1ccc(-c2cc(C(=O)NCCOC)[nH]n2)c(C)c1	21%	7%	-14%	14%	0%	18	6%	/	/
O=C(OCc1nnc(-c2ccccc2)o1)c1cccc(S(=O)(=O)N2CCOCC2)c1	2%	4%	-7%	10%	4%	-18	2%	-1%	1%
N=C1C(c2nc3ccccc3s2)=C(O)CN1CCCO	1%	-1%	5%	5%	25%	-21	15%	-3%[9.22 µM]	1%
C=CCOc1ccc(CN(C)CC(O)COc2ccc(CCC(C)=O)cc2)cc1 (stereo not given)	-16%	-7%	?	-30%	-16%	-17	?	-4%	-2%
O=C(Nc1ccccc1F)C1CCN(S(=O)(=O)c2cccnc2)CC1	19%	8%	3%	2%	13%	18	?	-8%	2%
CC(C)CN(CC(C)C)CC(O)CN(c1ccccc1)S(=O)(=O)c1ccccc1[N+](=O)[O-] (stereo not given)	?	?	-3%	0%	?	?	?	0%	?
O=C(Cn1nnc(-c2ccccc2)n1)N1CCN(S(=O)(=O)c2ccc(Cl)cc2)CC1	15%	6%	4%	-1%	12%	0	-9%	10%	7%
CC(C)C(OC(=O)c1nsc(Cl)c1Cl)C(=O)NCc1ccc2c(c1)OCO2 (stereo not given)	-6%	6%	-19%	7%	8%	-4	12%	?	-2%
